# Screens: PubChem, National Center for Advancing Translational Sciences (NCATS)
# Sm TGR inh: blocks Schistosoma mansoni thioredoxin glutathione reductase | purified TGR, DTNB reduction, TNB absorbance 405 nm | Potency, µM (top dose mostly 114 µM), for the others: at the top dose activity change, negative = inhibition, usual class: inhibitors | AID 485364 | 3% of 360,000 active; further: potency means the concentration at half of the fitted maximal effect; on the % scale 0 is the no-effect control and ±100 the full control effect; nearly all actives have a fitted effect of over 60% in size
#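 TGR 20 nM + NADPH 100 uM (dispensed conc.), cpd preinc 15 min RT; start with NADPH (500 uM addition) then DTNB (15 mM addition). Kinetic TNB absorbance, 405 nm filter. Four-parameter Hill fit across titration.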
# CHX counter: counter-screen for Shiga toxin inhibitors: cycloheximide protein synthesis inhibition. cell reporter, cycloheximide protein synthesis inhibition counterscreen. max response, %. 12% of 300,000 active. AID 2314; in the data active means max response mostly above about 13%, no sharp cut-off; inactive means mostly below about 14%; further: read at 38.3 µM for the half of the compounds with a filed dose; 0% is about no effect
# Pf growth 48h: inhibits P. falciparum growth in the first generation, 48 h; P. falciparum luciferase growth in erythrocytes, 48 h; Potency, µM (titrated, usually from 28.7 µM), without a hit: top-dose activity change, negative = inhibition, most hits filed as inhibitors; 5.9% of 310,000 active; AID 504832; further: potency means the concentration at half of the fitted maximal effect; on the % scale 0 is the no-effect control and ±100 the full control effect
#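 Luciferase-expressing P. falciparum in infected erythrocytes (2% hematocrit, 0.1% parasitemia final) in RPMI 1640/0.5% Albumax were exposed to compound for 48 hours at 37 C, 5% CO2; growth read as luminescence.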
# FBPA Giardia inh: blocks Giardia fructose-bisphosphate aldolase activity; purified Giardia FBPA; 0.71% of 290,000 active; Potency, µM (series often up to 59.6 µM), for the others: top-dose activity, negative = inhibition, hits mostly inhibitors; A8B2U2; further: potency means the concentration at half of the fitted maximal effect; on the % scale 0 is the no-effect control and ±100 the full control effect; nearly all actives have a fitted effect of over 55% in size
# Target sequence (A8B2U2 whole entry, looked up): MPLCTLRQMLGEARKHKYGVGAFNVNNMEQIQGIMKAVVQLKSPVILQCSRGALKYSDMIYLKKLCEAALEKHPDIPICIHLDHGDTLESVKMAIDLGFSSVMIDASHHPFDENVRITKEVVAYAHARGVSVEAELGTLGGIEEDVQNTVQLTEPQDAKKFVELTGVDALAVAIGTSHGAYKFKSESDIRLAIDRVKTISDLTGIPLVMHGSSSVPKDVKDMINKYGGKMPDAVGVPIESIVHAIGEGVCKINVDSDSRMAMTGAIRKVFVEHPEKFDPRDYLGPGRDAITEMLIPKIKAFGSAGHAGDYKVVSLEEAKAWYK
#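 Giardia FBPA (40 nM reagent) was preincubated 10 min at RT with compound (up to 57.5 uM final), then substrate plus GAPDH/TPI/NAD/arsenate coupling system with diaphorase/resazurin was added; resorufin fluorescence (525/598 nm) was read after 20 min.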
# Shiga inhibitor: Shiga toxin inhibition | Vero cells, Shiga toxin protein synthesis inhibition reporter | inhibition, % at 38.7 µM | 9.2% of 290,000 active | AID 2315; in the data active means inhibition mostly above about 28%, no sharp cut-off; inactive means mostly below about 43%; further: 0% is about no effect
# Pf growth 96h: P. falciparum growth inhibition at 96 hour, primary screen for plastid delayed-death inhibitors; P. falciparum luciferase reporter growth, 96 h; Potency, µM (top dose mostly 28.7 µM), for inactives: top-dose activity change, negative = inhibition, hits mostly inhibitors; 6.9% of 320,000 active; further: potency means the concentration at half of the fitted maximal effect; on the % scale 0 is the no-effect control and ±100 the full control effect
#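 Parasite growth measured via integrated firefly luciferase reporter in P. falciparum. Infected erythrocytes at 2% hematocrit, 0.05% parasitemia final were treated 96 hours at 37 C under 5% CO2, and luminescence was read.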
# Active calls of the source: *; i = inactive; ? = inconclusive; nt = not tested or not shown; & = joins results of further samples; ! = not active in a repeat; [ ] = another dose, or the depositor's remark. Unless noted, the call rests on the fitted dose curve; in most records, active means well fitted curve in the direction sought with a large enough effect; inconclusive means small, poorly fitted or top-dose-only effect, or another doubt; inactive means no such curve, though single readings can be large; an effect the other way counts as inactive or inconclusive.
# Screens in order – Sm TGR inh	CHX counter	Pf growth 48h	FBPA Giardia inh	Shiga inhibitor	Pf growth 96h
1	CCn1cc(C(=S)N2CCC(C(N)=O)CC2)c2ccccc21
  12%	-2	-5%[5.75 µM]	15%	15	0%
2	Cc1cccc(NC(=O)NCCN2CCN(c3ccccc3)CC2)c1C
  13%	-2	-5%[0.00184 µM]	4%	-8	?
3	CCN=C1SC(C(N)=O)CC(=O)N1CC (configuration not stated)
  -13%	-3	-3%	-5%	15	?
4	CCn1c(=NC(=O)C2COc3ccccc3O2)sc2c(OC)ccc(OC)c21 (configuration not stated)
  7%	-4	-22%	1%	9	-13%
5	C1CCN(c2nc3nonc3nc2N2CCCCC2)CC1
  9%[11.4 µM]	-6	nt	3%	-15	8%[5.75 µM]
6	CC(C)(O)C#Cc1ccc(CN2CCN(C3CCCCC3)C(CCO)C2)s1 (configuration not stated)
  -10%	-4	?	1%	-6	23%
7	O=S1(=O)C=CC(c2ccccc2)C1 (configuration not stated)
  4%	-1	30%[activator]	1%	7	3%
8	O=C(c1cccs1)N1CCN=C1SCc1cccc(F)c1
  1%	-1	-7%	0%	-2	18%
9	O=C(CSCSCC(=O)NCC1CCCO1)NCC1CCCO1 (configuration not stated)
  -6%	3	7%	0%	0	-5%
10	CN1CCC(=O)N(C(CSc2ccc(Br)cc2)Cc2ccccc2)CC1 (configuration not stated)
  nt	7	nt	5%	-13	nt
11	CC1Oc2ccccc2N(CC(=O)N2CCCC2)C1=O (configuration not stated)
  8%	0	0%	-6%	-11	4.7µM*
12	CC(C)Nc1nc(NC2CCCC2)nc(N2CCOCC2)n1
  0%	nt	?	nt	nt	5.2µM*
13	Nc1cc(N)nc(SCc2nnnn2-c2ccc(Cl)cc2)n1
  1%	0	21%	3%	7	?
14	CN(Cc1ccc(Cl)c(Cl)c1)C(=O)C1CSC2(C)CCC(=O)N12 (configuration not stated)
  -2%	nt	?	nt	nt	?
15	COC(=O)CNC(=O)COC(=O)c1cc(Cl)cc(Cl)c1N
  -22%	-1	5%	4%	-3	6%
16	O=C(NCc1cccnc1)C(=O)NCC1OCCCN1S(=O)(=O)c1ccc(F)cc1 (configuration not stated)
  -24%	1	2%	nt	-34	15%
17	Cc1ccccc1CN(c1ccc(C(N)=O)cc1)S(C)(=O)=O
  1%	-7	14%	5%	-17	6%
18	NS(=O)(=O)c1ccc(CCNC(=O)C2CCCN(S(=O)(=O)c3cccnc3)C2)cc1 (configuration not stated)
  -29%	-7	nt	1%	2	7.4µM*
19	CSC(SC)=C(C(C)=O)C(=O)c1ccc(C)cc1
  -31%	12	90%[activator]	4%	19	59%[activator]
20	CC(C)c1ccc(OCC(=O)Nc2c3c(nn2C(C)(C)C)CS(=O)(=O)C3)cc1
  -19%	nt	?	nt	nt	?

# Compound profiles (already shown). Order of values: Sm TGR inh	CHX counter	Pf growth 48h	FBPA Giardia inh	Shiga inhibitor	Pf growth 96h
# Cc1ccccc1CN(c1ccc(C(N)=O)cc1)S(C)(=O)=O is listed with 1%	-7	14%	5%	-17	6%
# Cc1cccc(NC(=O)NCCN2CCN(c3ccccc3)CC2)c1C is listed with 13%	-2	-5%[0.00184 µM]	4%	-8	?
# C1CCN(c2nc3nonc3nc2N2CCCCC2)CC1 is listed with 9%[11.4 µM]	-6	nt	3%	-15	8%[5.75 µM]
# O=S1(=O)C=CC(c2ccccc2)C1 (configuration not stated) is listed with 4%	-1	30%[activator]	1%	7	3%
# CC1Oc2ccccc2N(CC(=O)N2CCCC2)C1=O (configuration not stated) is listed with 8%	0	0%	-6%	-11	4.7µM*

# Additional compounds
# Screens in order – Sm TGR inh	CHX counter	Pf growth 48h	FBPA Giardia inh	Shiga inhibitor	Pf growth 96h
21	CCOc1cc(NS(=O)(=O)c2ccc(OC)cc2)c(OCC)cc1NC(C)=O
  0%	-1	-17%	-15%	-5	?
22	O=C(NCc1ccc2c(c1)OCO2)c1ccc(COc2cccc(Cl)c2)o1
  -21%	-2	nt	-4%	-5	?
23	CC(C)(C)c1ccc(S(=O)(=O)Nc2noc3ccccc23)cc1
  5%	16	nt	13%	7	?
24	CCOC(=O)N1C(=O)[C@](c2ccc(Cl)cc2)(C(C)C)N1C(=O)OCC
  18µM*	12	-1%	-5%	-3	45%[activator]
25	CC(=O)C1=C(C)NC(SCC(=O)c2cc(Cl)ccc2Cl)=C(C#N)C1c1ccco1 (configuration not stated)
  ?	1	9.3µM*	?	-5	9.3µM*
26	NS(=O)(=O)c1ccc(NC(=S)NCCc2ccccc2)cc1
  nt	3	14%	?	10	111%[activator]
27	O=C(N/N=C/c1ccccn1)c1cc(-c2cccc3ccccc23)n[nH]1
  -8%	13*	28%	-4%	-24	10%
28	O=C(CSCc1ccc([N+](=O)[O-])cc1)N/N=C/c1cccnc1
  11%	-2	4%	?	-5	-15%
29	Cc1ccc(-c2nc(CS(=O)CC(=O)NCc3ccco3)c(C)o2)cc1 (configuration not stated)
  50µM*	-3	14%	3%	-5	-8%
30	Cc1nc2ccc(S(=O)(=O)N(C)CC(=O)NC(C)c3ccccc3)cc2s1 (configuration not stated)
  7%	0	?	nt	-10	26%
31	CCn1c(N)c(Br)c(=O)[nH]c1=O
  -12%	2	6%	3%	-6	63%[1.15 µM]
32	O=[N+]([O-])c1ccc(Cl)c(/C=N/N2CCN(Cc3ccccc3Cl)CC2)c1
  10%	-4	-13%	1%	-17	41%[activator]
33	COc1ccccc1N(CC(=O)Nc1cc(C)on1)S(=O)(=O)c1cccc(C(F)(F)F)c1
  -7%	nt	13µM*	nt	nt	?
34	COc1ccc(NC(=O)C2CC(=O)N/C(=N/NC(=O)c3ccc(Cl)cc3)S2)cc1 (configuration not stated)
  -18%	1	17%	21%	8	?
35	CCOC(=O)CNC(=O)c1cccnc1Oc1ccc(Cl)cc1
  29%	-4	34%[activator]	0%	-3	-11%
36	O=C(COC(=O)c1cnccn1)c1ccc(OC(=O)c2ccccc2)cc1
  -9%	0	23%	3%	-2	3%
37	Cc1cc(C)cc(NC(=O)C2CCCN(c3nccc(C)n3)C2)c1 (configuration not stated)
  -1%	-2	?	-1%	-7	?
38	Cc1c(C)c(C)c(S(=O)(=O)N2CCSCC2)c(C)c1C
  3%	10	0%	-1%	-4	0%
39	CC(=O)c1cnn(-c2nc3c(C)cccc3s2)c1C
  -12%	12	nt	1%	18	14%
40	O=S(=O)(NC1CCN(S(=O)(=O)c2ccc3c(c2)OCCO3)C1)c1c(F)cccc1F (configuration not stated)
  1%	2	38%[activator]	nt	17	1%
41	O=C1OC2(CCCCC2)OC(=O)C1=CNc1nc2ccccc2s1
  -1%	7	nt	6%	49	9%
42	Cc1ccnn1CC(=O)N/N=C/c1c[nH]c2ccccc12
  18%	2	-15%	2%	1	36%[activator]
43	COc1ccc(Nc2nc(N3CCCCC3)c3ccccc3n2)cc1
  4%	10	7.4µM*	1%	37	4.7µM*
44	O=C(C[n+]1cc(Br)cc(Br)c1)c1ccc(Cl)cc1
  ?	1	-13%	-3%	3	?
45	Cc1noc(C)c1COC(=O)c1ccc2c(c1)OCO2
  0%[11.4 µM]	2	nt	20%	-4	7.4µM*
46	COc1cccc(NC(=O)CSc2nc3ccccc3nc2N2CCOCC2)c1
  -22%&7%	24*!	-22%	-7%	12&43	?
47	O=C1OCCN1C(=O)[C@H]1[C@H](c2ccc([N+](=O)[O-])cc2)C(c2ccccc2)=NN1c1ccccc1
  nt	8	nt	-4%	13	nt
48	CCCCn1c(CN2CCN(C(=O)c3ccco3)CC2)nc2c1c(=O)n(C)c(=O)n2C
  3%	-2	?	-7%	-4	13µM*
49	CCCCN(C(=O)c1ccc2c(c1)S(=O)(=O)N=C1CCCCCN12)c1c(N)n(CCCC)c(=O)[nH]c1=O
  -22%	nt	-2%	nt	nt	5%
50	CNc1nc(-c2ccc3c(c2)CCN3C(=O)c2ccc(F)cc2)cs1
  -6%	45*	20%	-11%	91*	?
51	CC(C)c1ccc2oc(-c3ccc(NC(=O)c4ncn[nH]4)cc3)nc2c1
  -1%	49*	?	7%	86*	1.7µM*
52	CCOC(=O)N1CCN(C(=O)COC(=O)C2CCN(S(=O)(=O)c3ccc(C)c(C)c3)CC2)CC1
  6%	nt	31%[activator]	nt	nt	27%
53	COc1cc2c(cc1OC)C1O[C@](CCCCN3C(=O)c4ccccc4C3=O)(C2)Oc2cc(C)n(Cc3ccccc3)c(=O)c21
  ?	-3	?	0%[12.9 µM]	i	2.4µM*
54	COc1ccc2c(c1)O[C@@H](c1cccc(C(F)(F)F)c1)[C@H](O)C2=O
  -16%	1	?	-2%&-11%	3	?
55	Cc1cc(C)n(-c2nnc(Cl)c3ccccc23)n1
  nt	2	-4%	-3%	20	21%
56	CCOC(=O)Cc1csc(NC(=O)COc2ccccc2OCC)n1
  6%	2	6%	2%	-5	?
57	Cc1cccnc1NC(=O)COc1ccc2c(c1)CCC2
  1%	nt	129%[activator]	nt	nt	102%[activator]
58	COC(=O)c1ccc(COc2cc(O)c3c(c2)OC(C)(C)CC3=O)cc1
  2%	17	?	1%	-4	nt
59	CC1CC(C)CN(C(=O)Cn2c(=O)n(CCCCC(=O)NC3CCCC3)c(=O)c3ccccc32)C1 (configuration not stated)
  28µM*	-4	-20%	5%	1	13%
60	CC(C(=O)Nc1ccc2c(c1)OCCO2)c1ccc([N+](=O)[O-])cc1 (configuration not stated)
  -10%	-2	3.3µM*	-1%	-4	21%
61	COC(=O)CSc1nc2c(c(C3CC=CCC3)c1C#N)CCC2 (configuration not stated)
  -9%	-1	7%	15%	-5	-13%
62	CCCN1Cc2cccc(C(=O)Nc3ccc4c(c3)OCO4)c2C1=O
  0%	-2	-22%	-5%	-7	36%[activator]
63	COc1ccc(NC(=O)/C(C#N)=C/c2ccc(OCCN3CCOCC3)c(OC)c2)c(OC)c1
  3%	-2	-6%	nt	12	13µM*
64	COc1cc(-c2nc(CN3CCN(C(=O)c4ccco4)CC3)c(C)o2)ccc1F
  -34%	-3	-24%	nt	-7	?
65	COC(=O)c1ccccc1NC(=O)Oc1ccc(C(C)C)cc1
  11%	7	11%	-1%	7	64%[activator]
66	Cc1ccccc1NC(=O)c1nc2nccc(C)n2n1
  -6%	38*	312%[activator]	-3%	72*	79%[activator]
67	O=C(NC1=NCCS1)C1Cc2ccccc2CN1C(=O)c1ccccc1 (configuration not stated)
  3%	28*	13%	-29%	84*	?
68	Cc1ccc(N(CC(=O)Nc2c(C)n(C)n(-c3ccccc3)c2=O)S(C)(=O)=O)cc1C
  -7%	4	-7%	-1%	-5	-33%
69	COc1ccccc1/C=C(/C(=O)NCCCn1ccnc1)c1ccccc1
  5%	-5	5%	5%	-8	?
70	Cc1cc(Br)cc2c(C(=O)NCC3CCCO3)cc(-c3ccccc3)nc12 (configuration not stated)
  3%	-1	-3%	11%	-8	31%[activator]
71	Oc1ccc(/C=N/Nc2ccc(C(F)(F)F)cn2)cc1
  10%	37*	268%[activator]	0%	124*	306%[activator]
72	O=C(Nc1ccc(NC(=O)c2cccs2)cc1)c1ccc2c(c1)OCO2
  0%	-2	25%	2%	15	42%[activator]
73	OC(CC#CCN1CCCC1)(c1ccccc1)c1ccccc1
  -22%	1	?	-7%	-16	-26%
74	CCCOc1ccc(Cc2nn3c(=O)/c(=C/c4ccco4)sc3nc2=O)cc1
  1%	-4	39%[activator]	-2%	-16	18%
75	CC(=O)Nc1nc(-c2cc([N+](=O)[O-])cs2)cs1
  -4%	-3	-39%[1.15 µM]	2%	16	28%
76	C=CCn1c(C)nnc1SCC(=O)Nc1nc(C)c(C(=O)N(C)C)s1
  5%	-2	7%	nt	-11	?
77	Cc1ccc([C@@H]2CC=C(C(=O)O)[C@H](c3cccc(Cl)c3)N2S(=O)(=O)c2ccc(C)cc2)cc1
  -8%	nt	?	nt	nt	?
